Bioassay records: PubChem, several laboratories
E coli growth – bacterial growth inhibition, counter-screen for AddAB inhibitors | E. coli V3065 growth, OD600 absorbance, 18 h | inhibition, % at 11.9 µM | 0.27% of 330,000 active;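 active = inhibition above the campaign's mean inhibition across all tested compounds plus 3 SD, cut at about 9.9% in these data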;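 note: uninfected addAB+ strain grown without phage in ampicillin broth; 0% = DMSO wells and 100% = ciprofloxacin 0.95 µg/ml wells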
PKA-R2B activ – activates the human PKA-R2B holoenzyme complex; P22694+P31323; PKA-R2B holoenzyme dissociation, Cy5-IP20 fluorescence polarization; R2B truncated from residue 108, S112A mutant; 0% DMSO only, 100% 113 µM cGMP; activation, % at 11.4 µM; 0.079% of 340,000 active;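 active = activation above a cutoff set at the mean over all compounds plus 3 SD, cut at about 18% in these data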;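 note: higher means more holoenzyme dissociation and a rise in polarization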
CDK5 inh – inhibitors of human CDK5/p35 kinase; AID 488839; inhibition, % at 10 µM; 0.01% of 330,000 active; Recombinant CDK5/p35, ADP-Glo luminescence, 60 min; Q00535+Q15078;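 active = highest replicate inhibition of at least 50% and at least 75% of replicates reaching 50%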;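 note: plate controls were DMSO neutral control for no effect and GW8510 at 10 µM for full effect; many of its hits are not listed in these tables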
Target sequence (Q00535 whole entry, looked up): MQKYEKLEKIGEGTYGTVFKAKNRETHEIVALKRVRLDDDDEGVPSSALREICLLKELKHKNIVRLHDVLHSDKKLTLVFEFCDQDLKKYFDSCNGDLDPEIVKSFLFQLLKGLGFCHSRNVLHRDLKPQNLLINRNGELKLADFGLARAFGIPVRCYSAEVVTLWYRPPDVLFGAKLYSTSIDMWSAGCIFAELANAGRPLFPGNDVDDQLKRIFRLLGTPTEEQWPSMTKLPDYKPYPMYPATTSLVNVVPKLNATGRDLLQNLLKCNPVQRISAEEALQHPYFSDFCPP
Target sequence (Q15078 whole entry, looked up): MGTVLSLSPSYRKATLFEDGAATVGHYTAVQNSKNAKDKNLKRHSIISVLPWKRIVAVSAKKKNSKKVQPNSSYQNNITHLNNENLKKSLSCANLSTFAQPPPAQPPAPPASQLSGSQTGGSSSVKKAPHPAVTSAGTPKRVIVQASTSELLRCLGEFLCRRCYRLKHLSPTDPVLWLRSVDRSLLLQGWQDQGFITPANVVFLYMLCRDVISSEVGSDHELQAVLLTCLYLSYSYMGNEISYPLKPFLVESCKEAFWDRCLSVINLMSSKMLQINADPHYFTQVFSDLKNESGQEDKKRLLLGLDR
SUMO Mot1 rescue – blocks SUMOylation pathway, rescuing yeast Mot1-301 growth; S. cerevisiae Mot1-301 growth rescue, ATP luminescence, 38.5C; percent above DMSO median, 100 means doubled; growth rescue, % at 18.8 µM; 1% of 320,000 active;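 active = every valid replicate shows activation above 250% relative to neutral control wells; inactive = the rest, any valid replicate at or below 250%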;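 note: OY570 slx delta 5 strain wells were the positive control but not used for scaling; some compounds called inactive have numbers as strong as hits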
DAGLB inh – blocks human DAGLB lipase activity; Q8NCG7; 0.059% of 340,000 active; HEK293T DAGLB membrane lysate, EnzChek fluorogenic substrate; inhibition, % at 5.17 µM; in the data active = inhibition above about 34%;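 note: 0% = enzyme with vehicle and 100% = wells lacking enzyme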
PKA-R1A activ – activators of PKA-R1A complex; 0.083% of 340,000 active; activation, % at 11.4 µM; PKA-R1A dissociation, Cy5-IP20 fluorescence polarization; scaled: DMSO 0%, 113 µM cGMP 100%; AID 504707;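 active = percent activation above the mean of all tested compounds plus 3 SD, cut at about 19% in these data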;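 note: higher means more PKAc released from R1A so a rise in polarization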
AddAB inh – less growth of phage-infected E. coli with AddAB. E. coli expressing H. pylori AddAB, absorbance growth. inhibition, % at 11.9 µM. 0.29% of 330,000 active. AID 435030; in the data active = inhibition above about 12%;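 note: 0% = vehicle wells of infected cells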
phage Ecoli inh – E. coli growth loss with phage present; growth absorbance; inhibition, % at 11.9 µM; 0.26% of 360,000 active; AID 651602; in the data active = inhibition above about 11%
HTR5A inv ctr – counter-screen for OPRM1-OPRD1 inverse agonists: human HTR5A inverse agonism. HTR5A cell line, luminescence. AID 504634. P47898. inhibition, % at 9.3 µM. 0.083% of 340,000 active; in the data active = inhibition mostly above about 23%, no sharp cut-off; inactive = mostly below about 18%;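 note: 0% = cells with DMSO and 100% = no-cell wells with DMSO; some compounds called inactive have numbers as strong as hits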
Target sequence (P47898 whole entry, looked up): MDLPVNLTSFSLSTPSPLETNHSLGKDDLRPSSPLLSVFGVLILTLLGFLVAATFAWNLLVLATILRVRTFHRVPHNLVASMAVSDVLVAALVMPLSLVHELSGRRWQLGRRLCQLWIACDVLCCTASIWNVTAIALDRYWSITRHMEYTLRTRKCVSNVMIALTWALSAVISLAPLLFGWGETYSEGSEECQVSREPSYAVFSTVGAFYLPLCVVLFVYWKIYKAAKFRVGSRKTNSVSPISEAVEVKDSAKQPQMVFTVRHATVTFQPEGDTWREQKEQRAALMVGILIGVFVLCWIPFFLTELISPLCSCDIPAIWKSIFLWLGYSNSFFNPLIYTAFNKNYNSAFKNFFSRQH
Tat export inh – blocks Tat-dependent protein export in E. coli; inhibition, % at 10 µM; E. coli MC4100 TorA-mCherry Tat export, fluorescence; 0.036% of 340,000 active;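 active = mean replicate inhibition at least 50% and at least half of replicates individually reaching 50%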;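 note: exported cargo escapes ClpAP degradation while cytoplasmic cargo is degraded and loses fluorescence; 0% = median of neutral control wells and 100% = median of NaSCN control wells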
HTR5A ag ctr – HTR5A agonism, opioid heterodimer counter-screen; HTR5A agonist assay, luminescence, cell-based; activation, % at 9.3 µM; 0.61% of 340,000 active; AID 504692; in the data active = activation mostly above about 9.5%, no sharp cut-off; inactive = mostly below about 7.6%;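 note: 0% = cells with vehicle only and 100% = reference agonist; strong numbers were not always called active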
The depositor's hits bear a star; . = not tested or not shown.

SMILES	E coli growth	PKA-R2B activ	CDK5 inh	SUMO Mot1 rescue	DAGLB inh	PKA-R1A activ	AddAB inh	phage Ecoli inh	HTR5A inv ctr	Tat export inh	HTR5A ag ctr
O=C(O)c1ccc(OC2CSC2)cc1	4.2	-3	-1.5	15	-5	-6	-0.8	0.8	4	-4	-1
O=C(NCC1CCCO1)c1cc2ccccc2cc1O (stereo unspecified)	0.7	-9	-4.0	-3	1	3	0.5	2.9	-1	6	1
Oc1cc2c(cc1C(c1ccc(Cl)c(Cl)c1)N1CCCC1)OCO2 (stereo unspecified)	.	-5	8.5	.	-1	6	.	4.5	-4	15	3
Cc1ccc2c(c1)N(CC(=O)O)C(=O)CO2	0.4	-1	1.4	-16	1	1	0.1	2.0	-17	-5	6
Cc1ccc(/C(O)=C2\C(=O)C(=O)N(c3cc(C)on3)C2c2cccc(Cl)c2)cc1 (stereo unspecified)	1.3	-11	1.0	-4	3	-1	2.4	0.9	-15	-3	4
COc1c(S(=O)(=O)N2CCN(C(=O)c3ccco3)CC2)ccc(Cl)c1Cl	0.3	1	0.8	-29	0	-10	4.8	2.5	-6	-2	2
Oc1cccc(C2c3[nH]c4ccccc4c3CCN2Cc2ccc3c(c2)CCO3)c1 (stereo unspecified)	0.8	-8	0.6	17	0	-6	1.9	1.9	-26	3	2
CCN(CC(=O)NCC1CCCO1)S(=O)(=O)c1ccc2ccccc2c1 (stereo unspecified)	1.8	-1	-0.5	89	-4	-1	2.6	-2.8	6	0	-2

Going on with the list.
SMILES	E coli growth	PKA-R2B activ	CDK5 inh	SUMO Mot1 rescue	DAGLB inh	PKA-R1A activ	AddAB inh	phage Ecoli inh	HTR5A inv ctr	Tat export inh	HTR5A ag ctr
Cc1ccccc1-n1c(SCc2c(C)noc2C)nnc1-c1cccnc1	0.0	-5	3.0	7	-4	-3	-1.6	0.0	4	-1	-2
COc1ccc(CCNC(=O)C2CCN(Cc3nc(-c4ccc(Cl)cc4)oc3C)CC2)cc1OC	.	-12	2.8	.	2	-19	.	0.9	26	2	-1
Cc1c(C(=O)OCC(=O)NCC2CCCO2)cccc1[N+](=O)[O-] (stereo unspecified)	2.0	2	-2.0	-4	0	1	3.1	4.0	0	2	0
Cc1nn(C(=O)CCC(=O)NCCc2ccccc2)c2ccccc12	0.0	-9	-0.2	.	0	2	3.2	0.3	-4	-3	-1
CC(Nc1cc(C)cc(C)c1)=[N+](C)CCNS(=O)(=O)c1ccc(Cl)cc1	-0.9	-5	-0.2	-4	-1	-6	0.3	1.2	1	8	2
N#CC1=C2SCN(Cc3ccco3)CN2C(=O)CC1c1cccc2ccccc12 (stereo unspecified)	-1.7	2	2.2	6	5	2	0.3	1.5	6	0	-2
COc1ccc(Cl)cc1NC(=S)NCCc1ccc(S(N)(=O)=O)cc1	-0.1	-7	-1.0	6	1	-7	2.4	1.7	1	-9	0
CCOC(=O)COc1c(Br)cc(/C=C2\SC(=O)N(CC(=O)N3CCCC3)C2=O)cc1OC	1.1	-2	1.3	-28	1	-16	0.2	3.3	-14	-4	-2

As entered above.
Under E coli growth, `COc1ccc(Cl)cc1NC(=S)NCCc1ccc(S(N)(=O)=O)cc1` has the entry -0.1
Under AddAB inh, `N#CC1=C2SCN(Cc3ccco3)CN2C(=O)CC1c1cccc2ccccc12` (stereo unspecified) has the entry 0.3

More results:
SMILES	E coli growth	PKA-R2B activ	CDK5 inh	SUMO Mot1 rescue	DAGLB inh	PKA-R1A activ	AddAB inh	phage Ecoli inh	HTR5A inv ctr	Tat export inh	HTR5A ag ctr
COCCNC(=O)Cn1cnc2c(cnn2-c2ccc(OC)cc2)c1=O	2.1	6	0.7	-15	0	-5	-0.7	3.4	3	6	-1
CCN(CC)CCCn1c2c(c(SCC(=O)Nc3cccc(C)c3C)nc1=O)CCC2	0.3	-7	1.5	208	-2	-4	-0.7	0.4	-16	-2	6
O=C(CCCC(=O)NC1CCCCC1)Nc1ccc([N+](=O)[O-])cc1	-1.7	0	1.5	428	-4	-8	2.6	1.8	-1	1	5
O=C(Nc1nc(-c2ccccc2)cs1)C1CCCCN1S(=O)(=O)c1ccccc1 (stereo unspecified)	-1.9	-8	1.0	6	1	3	-1.2	0.1	12	-1	-5
Nc1ncnc2c1ncn2[C@@H]1O[C@H](CO)[C@@H](O)[C@H]1O	-2.7	9	3.3	-5	2	-2	-5.1	1.9	1	-3	0
O=C(Nc1nnc(-c2cccs2)o1)c1ccc(S(=O)(=O)N2CCOCC2)cc1	-1.1	2	-1.3	6	2	-1	1.4	-1.0	0	-1	-3
CC(=O)C1C(c2ccc(Cl)cc2)c2c(n[nH]c2C)CC1(C)O (stereo unspecified)	-0.2	-12	1.4	3	0	1	0.3	4.3	4	14	-1
COc1ccccc1NC(=O)CCc1nnc2ccc(N3CCCCC3)nn12	-0.6	5	3.1	5	0	3	1.2	6.0	3	-12	6

Additional compounds follow:
SMILES	E coli growth	PKA-R2B activ	CDK5 inh	SUMO Mot1 rescue	DAGLB inh	PKA-R1A activ	AddAB inh	phage Ecoli inh	HTR5A inv ctr	Tat export inh	HTR5A ag ctr
CCCN(CC(=O)Nc1ccccc1C)C(=O)CCCOc1ccc(Br)cc1	-1.2	-9	-1.6	144	-2	5	0.3	3.1	3	3	1
Cc1ccc(-n2[nH]c(C)c(/C=N/c3cccc(C)n3)c2=O)cc1	1.3	-11	-0.5	-25	1	-9	1.0	-0.3	-16	0	0
CCCSC1=C(C#N)C(c2cccs2)C(C(=O)Nc2ccccc2)=C(C)N1 (stereo unspecified)	1.3	-8	-1.1	-7	-20	-2	4.5	4.4	-13	-1	4
COC(=O)c1ccc(N2C(=O)C3C4C=CC(CC4)C3C2=O)cc1 (stereo unspecified)	1.6	-6	-3.0	-13	0	6	1.5	3.4	-30	-7	1
COc1ccccc1N1CCN(C(=O)c2cccc(N3C(=O)NC4CC3(C)Oc3c(OC)cccc34)c2)CC1 (stereo unspecified)	0.1	8	-0.2	-1	2	-9	3.0	-0.2	6	-3	8
COCCCn1c(C(=O)NCCC2=CCCCC2)cc2c(=O)n3cccc(C)c3nc21	-0.4	-8	2.3	-3	-2	-4	0.2	0.9	7	-6	-2
Cc1ccc(C(C)NC(=S)NC2CCCCC2)cc1C (stereo unspecified)	.	9	-1.8	-21	-5	10	.	3.1	-3	4	1
O=C(NCCOc1ccccc1)c1cc([N+](=O)[O-])ccc1N1CCOCC1	1.6	1	-3.1	3	0	5	-1.9	2.1	7	-3	-3

Next section
SMILES	E coli growth	PKA-R2B activ	CDK5 inh	SUMO Mot1 rescue	DAGLB inh	PKA-R1A activ	AddAB inh	phage Ecoli inh	HTR5A inv ctr	Tat export inh	HTR5A ag ctr
Cc1ccccc1NC(=O)CN1CCC(n2nnc3ccccc32)CC1	-1.6	4	1.8	.	-2	-11	3.3	0.0	-7	2	3
Nc1ccc(Oc2ccc3c(c2)OCO3)cc1	-3.5	-17	-0.4	194	-1	-12	0.2	0.2	17	-13	4
O=S(=O)(Nc1ccccc1N1CCOCC1)c1ccccc1C(F)(F)F	-0.9	-6	0.0	36	-2	-6	-1.7	-0.1	6	5	-2
O=C(CCN1CCN(C(c2ccccc2)c2ccccc2)CC1)N/N=C/c1ccc(O)cc1	-0.6	-9	0.1	3	-1	-3	1.9	3.4	2	3	-1
Cc1[nH]c2c(C)cccc2c1CCNC(=O)c1ccc2c(c1[N+](=O)[O-])C(=O)c1ccccc1C2=O	1.7	-4	0.5	-15	18	0	1.4	2.0	-21	3	-2
COC(=O)c1cc(C(=O)OC)cc(N2C(=O)CC(NNC(=O)c3ccc(C)cc3)C2=O)c1 (stereo unspecified)	-1.7	6	-3.7	0	-3	-4	1.9	1.3	-1	1	0
CNC(=S)N(Cc1ccc(OC)cc1)C1CC(=O)N(c2ccc(OC)cc2)C1=O (stereo unspecified)	-0.1	-5	-0.7	-1	-4	-2	7.2	3.7	-14	-3	0
O=C(CSC1=Nc2ccccc2C2=NC(c3ccccc3)C(=O)N12)NCC1CCCO1 (stereo unspecified)	-1.8	-1	-2.0	-17	0	2	-1.5	.	26	0	-4

Later entries:
SMILES	E coli growth	PKA-R2B activ	CDK5 inh	SUMO Mot1 rescue	DAGLB inh	PKA-R1A activ	AddAB inh	phage Ecoli inh	HTR5A inv ctr	Tat export inh	HTR5A ag ctr
C=CCN1C=C2C(=O)C(C)(OC(=O)c3cnc4ccccc4n3)C(=O)C=C2C=C1/C=C/COC (stereo unspecified)	-1.4	9	1.8	5	2	2	2.1	-0.6	5	-9	-1
O=C(CC1NCCNC1=O)OCc1ccccc1 (stereo unspecified)	1.9	4	-0.1	-5	-1	10	1.6	-1.0	22	-2	-9
COc1ccc(NC(=O)CN2CCC(n3c(C)nc4cc(F)ccc43)CC2)c(OC)c1	1.4	0	-1.1	-12	0	3	1.6	1.6	-16	-8	6
COC(=O)CCC(=O)OC1(C)C(=O)C2=CN(CCc3ccccn3)C(c3ccc(OC)cc3)=CC2=C(Br)C1=O (stereo unspecified)	0.0	2	-0.7	-14	8	-15	0.6	.	-4	0	2
O=C(CNC(=O)c1ccco1)OCC(=O)c1ccc(Br)cc1	0.4	-9	0.0	-4	-3	-7	5.2	5.5	15	-6	-6
Cc1ccccc1NC(=O)Cc1nc(COC(=O)CNS(=O)(=O)c2cccc(Br)c2)cs1	-2.6	1	0.7	-6	-1	-7	4.5	3.2	4	3	0
CCOC(=O)CNC(=O)CSc1nc2cccnc2n1CC	-2.4	-5	0.0	3	-2	-11	3.1	2.6	-11	-14	4
Fc1cccc(NC(=S)NCCN2CCOCC2)c1	3.9	3	-0.5	-19	-1	-9	3.2	1.6	4	-5	-1
CCn1c(=O)c(=O)[nH]c2cc(C(=O)NC3CC3)ccc21	-1.4	7	1.7	-5	-3	-7	-0.6	1.5	-7	-14	3
CCCCNC(=O)NCC(=O)Nc1ccc(F)c(F)c1	-1.9	-2	-0.8	101	0	-3	-2.3	0.9	10	11	1
Cc1cc(C)c2c(=O)[nH]c(SCC(=O)N(C)C)nc2n1	3.0	0	0.9	130	-2	-14	1.6	1.6	-21	0	8
